# APP 5'UTR act = activates APP 5'UTR luciferase reporter; SH-SY5Y APP 5'UTR luciferase reporter, luminescence; zero percent = DMSO vehicle wells; activation, % at 2 µM; 1% of 190,000 active; AID 1276;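 active = activation above a set limit, based on mean plus 3 SD of controls, cut at about 140% in these data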; also: values of inactives mirror those of a sister screen read the other way
# Efa HMGR inh = E. faecalis class II HMG-CoA reductase inhibition. purified E. faecalis HMGR, NADPH absorbance 340 nm kinetic. inhibition, % at 10 µM. 0.41% of 190,000 active. AID 1066;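 active = inhibition above a set limit, the median over all tested compounds plus 3 SD, cut at about 9.5% in these data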;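 also: enzyme runs in reverse so mevalonate oxidation gives rising NADPH absorbance; 0% = complete reaction with DMSO and 100% = background rate lacking mevalonate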
# FLuc stim CS = affects firefly luciferase, flagging false hits in luciferase stimulation screens; P08659; ATPlite luciferase biochemical, luminescence, 10 min; 0 = ATP-free wells, 1 = DMSO control; activation factor at 10 µM; 200,000 tested, under 10 active;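 active = luciferase activation factor, scaled between plate controls, of at least 2 with compound at 10 µM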
# Target sequence (P08659 whole entry, looked up): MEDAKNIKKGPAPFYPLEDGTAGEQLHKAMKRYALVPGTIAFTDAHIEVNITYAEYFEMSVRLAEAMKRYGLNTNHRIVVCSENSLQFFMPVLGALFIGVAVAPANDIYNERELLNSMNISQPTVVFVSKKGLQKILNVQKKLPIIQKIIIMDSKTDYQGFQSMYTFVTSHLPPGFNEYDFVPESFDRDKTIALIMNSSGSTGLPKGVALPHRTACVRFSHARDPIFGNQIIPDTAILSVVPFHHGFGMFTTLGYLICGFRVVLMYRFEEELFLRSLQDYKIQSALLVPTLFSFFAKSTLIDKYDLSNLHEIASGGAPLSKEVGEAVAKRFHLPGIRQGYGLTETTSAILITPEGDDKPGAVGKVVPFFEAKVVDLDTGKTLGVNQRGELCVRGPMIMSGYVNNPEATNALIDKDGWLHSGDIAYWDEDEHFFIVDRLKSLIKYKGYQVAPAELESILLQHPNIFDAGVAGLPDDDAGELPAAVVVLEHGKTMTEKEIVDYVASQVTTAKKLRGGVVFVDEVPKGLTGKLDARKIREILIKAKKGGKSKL
#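 System: cell-free luciferase reagent; medium: PBS as buffer for the ATP substrate; doses: test compounds dosed from 2 mM stocks in 100% DMSO; incubation: 10 min, room temperature; measured by: luminescence from luciferase reaction; read-out: luciferase activation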
# FLuc inhib CS = Photinus pyralis luciferase inhibition counter-screen; P08659; ATPLite firefly luciferase biochemical luminescence, 10 min; inhibition, % at 10 µM; 1.5% of 200,000 active; AID 1006;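 active = inhibition above about 50% when tested at 10 µM, limit read from the data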
# NF-kB expr up = raises NF-kB expression in human neuronal cells; NF-kB reporter expression; stronger effect = higher value; fold change at 12.5 µM; 1.6% of 190,000 active; in the data active = fold change above about 3.3
# G6PDH CS = L. mesenteroides G6PDH inhibition counter-screen. Purified L. mesenteroides G6PDH, diaphorase/resazurin coupled fluorescence, 45 min. inhibition, % at 5 µM. 0.12% of 200,000 active; in the data active = inhibition above about 50%
# APP 5UTR inh = APP translation inhibition; SH-SY5Y APP 5'UTR-luciferase reporter, luminescence; inhibition, % at 2 µM; 0.82% of 190,000 active;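 active = inhibition above a set limit, derived from the sample mean plus 3 SD, cut at about 45% in these data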; also: values of inactives mirror those of a sister screen read the other way
# Redox H2O2 prof = compounds producing H2O2 with reducing agent – biochemical, NIH compound library profiling, artefact control for MLSCN library redox annotation, primary screen; 0.03% of 200,000 active; DTT-dependent redox cycling H2O2, phenol red/HRP absorbance; 100% = 100 µM peroxide control, 0% = buffer; AID 878; activation, % at 10 µM;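 active = activation of at least 50% relative to the plate's high and low controls in the primary single-dose screen; inactive = activation below 50%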;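 also: compound incubated with DTT at 0.8 mM final as the reducing agent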
# STAT1 act = increases IFN-gamma driven STAT1 reporter signal | NIH 3T3 STAT1-luciferase reporter, luminescence; 100% = IFN-gamma alone, no compound | activation (% of control), % at 5.5 µM | 2.6% of 200,000 active;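 active = activation above the screen-wide mean activation plus 3 SD, cut at about 130% in these data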;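 also: raw ratio to IFN-gamma control signal so 100% means no change and 0% no light; values of inactives mirror those of a sister screen read the other way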
# Hsp70 activator = Hsp70 transcriptional activation, primary screen. HeLa Hsp70 promoter luciferase reporter, luminescence; scaled: vehicle 0, proteasome-inhibitor control 100%. activation, % at 10 µM. 0.04% of 200,000 active. AID 1203;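 active = activation above the mean across all tested compounds plus 3 SD, cutoff set per campaign, cut at about 5.5% in these data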;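 also: 100% = MG132 at 30 µM as the positive control and 0% = DMSO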
# Numbers without * were called inactive; x = not tested or not shown.
SMILES,APP 5'UTR act,Efa HMGR inh,FLuc stim CS,FLuc inhib CS,NF-kB expr up,G6PDH CS,APP 5UTR inh,Redox H2O2 prof,STAT1 act,Hsp70 activator
Cc1ccc(SCCC(=O)NCC2CCCO2)cc1 (centres undefined),0,3,1,-2,1.1,3,0,0.1,101,0.2
c1ccc(-n2nnc3cnccc32)cc1,17,0,1,1,0.97,10,-17,-0.5,104,-0.4
O=C(CSc1nnc(CNc2ccc(F)cc2)n1-c1ccccc1)N1CCOCC1,-9,-6,1.1,-5,1.1,10,9,-0.1,104,-0.5
CCOC(=O)c1cccc(NC2c3ccccc3C(=O)N2Cc2ccco2)c1 (centres undefined),1,-1,1.1,-6,0.7,-17,-1,-0.1,79,-0.3
Cc1cc(C)nc(NC(=O)CSc2nn(C)c(=S)s2)n1,14,-4,1,0,1.1,-14,-14,2.1,104,0.4
Cn1c(=O)c2nc3ccccc3nc2n(C)c1=O,4,-6,1,0,0.86,12,-4,0.4,97,-0.3
CO/N=C/c1ccc(Oc2ccc([N+](=O)[O-])cc2[N+](=O)[O-])c(OC)c1,-1,1,1,0,1.3,10,1,0.4,98,0.0
CCOC(=O)C1CCCN(Cc2cn[nH]c2-c2ccc(F)cc2F)C1 (centres undefined),17,-8,1.1,-7,1.2,11,-16,-0.8,106,-0.3
O=C(c1ccc(F)cc1F)N(Cc1ccccn1)Cc1ccco1,-8,-1,1,-2,1.1,8,8,1.3,104,-0.5
CC1=C(C)CC(C(=O)Nc2cccc(Cl)c2)C(C(=O)O)C1 (centres undefined),-7,-1,1.1,-8,1.1,2,7,2.3,96,0.4
O=C(Oc1cc2oc(=O)c3c(c2cc1Cl)CCCC3)c1cccs1,-5,0,1,-4,1,-10,5,0.0,103,-0.4
CSc1ccc(C(=O)C2CCCN(C(=O)c3cccc(N4CCOCC4)c3)C2)cc1 (centres undefined),2,3,1.1,-5,1.3,14,-2,-0.3,101,-0.2
COc1ccc(/C=C/C(=O)c2ccc(C)c([N+](=O)[O-])c2)cc1O,-12,-1,1,0,0.74,-5,12,0.6,98,-0.2
CCCOc1ccc(NC(N)=O)cc1OCCC,2,-1,1.1,-7,1,-2,-2,0.1,108,-0.4
COC(=O)c1c(NC(=O)CN2CCC3(O)CCCCC3C2c2ccc(OC)cc2OC)sc(C)c1C (centres undefined),17,-1,1,-2,1.1,-8,-17,0.2,88,0.0
CSc1nc(/C=C2\C=Nc3ccccc32)c(O)n1C,9,-4,0.6,36,1.2,1,-9,0.5,100,-0.4
Cc1nc(-c2ccccc2)sc1C(=O)O,-11,5,1,4,1.7,8,11,-1.8,120,-0.1
COc1cc(NC(=O)CCC2CCCC2)cc(-n2cnnn2)c1,3,-2,1,-1,0.93,-8,-3,-0.7,95,-0.2
CCN(C(=O)c1ccccc1Cl)c1ccccc1,-1,-9,1,2,1.2,-8,1,6.8,98,-0.2
CSc1sc(C(=O)O)c2c1C(=O)CCC2,13,1,1,-3,1.1,-2,-13,0.6,101,-0.2
CCOC(=O)/C(C#N)=C\N(C)C,2,-13,1.1,-11,1.2,6,-2,-7.2,99,-0.1
CCn1c(-c2cccnc2)n[nH]c1=S,2,-4,1,-3,1.1,4,-2,0.5,100,0.6
Cc1ccccc1OCC(=O)N(Cc1nc(-c2ccccc2)no1)C(C)C,6,-4,1,-5,0.7,-12,-6,4.3,104,-0.1
CCOCCCNC(=O)C(c1ccccc1)N(Cc1ccc2c(c1)OCO2)C(=O)c1ccccc1O (centres undefined),2,1,1.1,-11,0.81,8,-2,-1.9,107,0.5
Cc1c(CNCC(C)c2ccccc2)c(C(=O)O)c(C)n1Cc1ccccc1 (centres undefined),-10,-3,1,-2,1,6,10,-1.4,99,-0.2
NCCCC[C@@H]1NC(=O)[C@H](CCC(=O)O)NC(=O)c2cc([N+](=O)[O-])cc(I)c2OCC[C@@H](C(N)=O)NC1=O,-7,-6,1.1,-7,1.1,12,7,0.4,105,-0.2
CN1CCN(C(=O)CSc2nc(-c3cccs3)cc(-c3cccs3)c2C#N)CC1,25,-3,1.1,-6,1,8,-1,0.1,100,-0.2
Cc1ccc2cc(/C=N/NC(=O)[C@H]3C[C@@H]3c3ccccc3)c(Cl)nc2c1,-10,-3,1,-1,1.2,-16,10,-0.6,96,-0.2
CCc1ccccc1N(CC(=O)NCc1ccco1)C(=O)c1snc(C(N)=O)c1N,9,-5,1.1,-6,0.86,4,-9,1.5,93,-0.3
COc1ccc(OC)c(CCNC(=O)CN2C(=O)CC(C)(C)S(=O)(=O)c3ccccc32)c1,2,-4,1.1,-12,1.2,1,-2,-0.1,99,0.2
CCOc1ccccc1N1Cc2ccccc2C1,9,-5,1.1,-5,0.95,0,-9,-1.4,85,0.3
O=C(NCc1ccco1)c1ccc(CS(=O)(=O)c2cccc(C(F)(F)F)c2)o1,10,5,1.1,-13,1.1,-3,-10,0.8,97,-0.3
CS(=O)(=O)N(CC(=O)N1CCOCC1)c1ccc2c3c(cccc13)CC2,11,-2,1,-4,0.87,1,-11,1.0,105,-0.1
CC(Cc1ccccc1)C(=O)NCCO (centres undefined),-1,-2,1.1,-8,1.2,18,1,0.2,105,-0.4
Cc1cc2nc(N=C(N)N)nc(C)c2cc1C,47,-6,1.1,-5,0.81,0,-47,-0.2,84,0.1
Cc1nn(Cc2c(Cl)cccc2Cl)c(C)c1NC(=O)c1cn(-c2ccccc2)nc1-c1ccccc1,-9,-5,1,-2,1.1,5,9,-1.9,92,0.0
COc1ccc(C(=O)Nc2cc(Cl)ccc2Cl)c(OC)n1,4,3,1,1,1.4,12,-4,-0.3,104,0.0
O=C(c1cccs1)N1CCN(S(=O)(=O)c2cccs2)CC1,1,-6,1.1,-7,1.2,1,-1,-2.5,102,-0.2
CC1C/C(=N/N2C(=O)CSC2=S)CC(C)(C)C1 (centres undefined),9,-3,1.1,-6,1.1,4,-9,1.0,95,1.0
COc1ccccc1-n1nnnc1SCC(=O)Nc1ccccn1,-16,-5,1,0,0.94,2,16,0.0,89,-0.1
CC(C(=O)N1CCCc2c1c(=O)oc1ccc(O)cc21)N1CCc2ccccc2C1 (centres undefined),-15,-2,1.1,-10,1.1,10,15,0.6,93,-0.1
COc1ccc(N(C(=O)C(C)C)S(=O)(=O)c2cccc3cccnc23)cc1,-10,5,1.1,-5,0.91,8,10,0.1,101,0.1
CN(C(=O)CCN1C(=O)C(C)(C)Nc2ccccc21)c1ccccc1,x,36*,1,-3,0.82,0,-15,0.6,100,0.1
Cc1cc(=O)nc2c3ccccc3n(C(C)C(=O)Nc3c(F)c(F)c(F)c(F)c3F)n12 (centres undefined),5,3,1,-1,1.1,11,-5,4.8,94,-0.3
O=c1cc(O)c2sc(Nc3ccc(F)c(Cl)c3)nc2[nH]1,-8,-9,1,-2,1.6,11,8,-1.5,92,0.0
COc1cccc(NC(=O)c2ccccc2SC)c1,9,-3,1.1,-8,1.8,-4,-9,0.6,109,0.2
CC(=O)N1C(=O)C2(C(C#N)=C(N)Oc3n[nH]c(-c4ccccn4)c32)c2ccccc21 (centres undefined),1,-3,1.1,-8,1.1,6,-1,-0.8,102,0.1
NC(=O)CSc1nnc(-c2cccnc2)n1CCc1ccccc1,13,-2,1,-3,0.81,-4,-13,1.5,102,-0.4
CCOC(=O)c1sc(-c2ccccc2)cc1NC(=O)c1ccc(S(=O)(=O)N(CCOC)CCOC)cc1,-19,1,1,0,0.96,21,19,0.3,107,-0.5
C=CCN(CC=C)CCCOc1ccccc1C(=O)OC,1,2,1.1,-5,0.95,3,-1,0.2,104,-0.2
CCCCNC(=O)c1ccccc1NC(=O)c1ccccc1N(C)S(C)(=O)=O,-2,-1,1.1,-6,1.1,0,2,-0.2,91,0.7
O=C(CSc1ncnc2ccccc12)NCCc1ccccc1,28,-2,1,-2,1.2,8,-28,-0.1,95,-0.2

# 2 consecutive records out of the list so far:
SMILES,APP 5'UTR act,Efa HMGR inh,FLuc stim CS,FLuc inhib CS,NF-kB expr up,G6PDH CS,APP 5UTR inh,Redox H2O2 prof,STAT1 act,Hsp70 activator
CCCCNC(=O)c1ccccc1NC(=O)c1ccccc1N(C)S(C)(=O)=O,-2,-1,1.1,-6,1.1,0,2,-0.2,91,0.7
O=C(CSc1ncnc2ccccc12)NCCc1ccccc1,28,-2,1,-2,1.2,8,-28,-0.1,95,-0.2

# In the list so far, 7 contain a Cl atom:
SMILES,APP 5'UTR act,Efa HMGR inh,FLuc stim CS,FLuc inhib CS,NF-kB expr up,G6PDH CS,APP 5UTR inh,Redox H2O2 prof,STAT1 act,Hsp70 activator
CC1=C(C)CC(C(=O)Nc2cccc(Cl)c2)C(C(=O)O)C1 (centres undefined),-7,-1,1.1,-8,1.1,2,7,2.3,96,0.4
O=C(Oc1cc2oc(=O)c3c(c2cc1Cl)CCCC3)c1cccs1,-5,0,1,-4,1,-10,5,0.0,103,-0.4
CCN(C(=O)c1ccccc1Cl)c1ccccc1,-1,-9,1,2,1.2,-8,1,6.8,98,-0.2
Cc1ccc2cc(/C=N/NC(=O)[C@H]3C[C@@H]3c3ccccc3)c(Cl)nc2c1,-10,-3,1,-1,1.2,-16,10,-0.6,96,-0.2
Cc1nn(Cc2c(Cl)cccc2Cl)c(C)c1NC(=O)c1cn(-c2ccccc2)nc1-c1ccccc1,-9,-5,1,-2,1.1,5,9,-1.9,92,0.0
COc1ccc(C(=O)Nc2cc(Cl)ccc2Cl)c(OC)n1,4,3,1,1,1.4,12,-4,-0.3,104,0.0
O=c1cc(O)c2sc(Nc3ccc(F)c(Cl)c3)nc2[nH]1,-8,-9,1,-2,1.6,11,8,-1.5,92,0.0

# From PubChem BioAssay
